Screens: PubChem BioAssay, several laboratories
Rv3671c protease: Rv3671c serine protease inhibitors, primary screen, biochemical, fluorescence polarization, M. tuberculosis H37Rv; P9WHR9; inhibition, % at 5.96 µM; 320,000 compounds, 0.048% hits; in the data active = inhibition above about 38%;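 note: extracellular domain of Rv3671c used as enzyme; 0% = enzyme with DMSO and 100% = no enzyme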
Target sequence (P9WHR9 whole entry, looked up, the tested form may be a part): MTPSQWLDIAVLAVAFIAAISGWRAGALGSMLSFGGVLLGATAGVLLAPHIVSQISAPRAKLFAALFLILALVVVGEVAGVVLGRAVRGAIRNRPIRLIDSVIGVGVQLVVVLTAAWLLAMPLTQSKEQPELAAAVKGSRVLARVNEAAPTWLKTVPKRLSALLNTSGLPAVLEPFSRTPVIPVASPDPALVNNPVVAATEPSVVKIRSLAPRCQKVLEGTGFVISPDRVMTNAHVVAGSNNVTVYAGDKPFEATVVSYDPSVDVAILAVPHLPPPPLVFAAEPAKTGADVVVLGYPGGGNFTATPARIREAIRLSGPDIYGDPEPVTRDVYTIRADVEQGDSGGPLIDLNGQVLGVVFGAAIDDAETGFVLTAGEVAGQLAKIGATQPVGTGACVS
PriA SSB inh: inhibitors of Klebsiella pneumoniae PriA binding to SSB C-terminal tail, primary screen, biochemical, AlphaScreen | AlphaScreen SSBct-PriA binding, biotinylated peptide | inhibition, % at 33 µM | 430,000 compounds, 0.6% hits | AID 1272365, 2023; in the data active = inhibition mostly above about 37%, no sharp cut-off; inactive = mostly below about 20%;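 note: plate controls were negative control peptide for no effect and reference peptide for full effect; strong numbers were not always called active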
DUSP3 inh: VHR1 phosphatase inhibitors, primary screen, biochemical, absorbance, uHTS | Dual specificity protein phosphatase 3 (Homo sapiens), P51452 | recombinant VHR phosphatase, pNPP absorbance | inhibition, % at 13.3 µM | 290,000 compounds, 0.52% hits; in the data active = inhibition above about 50%; note: some compounds called inactive have numbers as strong as hits
Target sequence (P51452 whole entry, looked up): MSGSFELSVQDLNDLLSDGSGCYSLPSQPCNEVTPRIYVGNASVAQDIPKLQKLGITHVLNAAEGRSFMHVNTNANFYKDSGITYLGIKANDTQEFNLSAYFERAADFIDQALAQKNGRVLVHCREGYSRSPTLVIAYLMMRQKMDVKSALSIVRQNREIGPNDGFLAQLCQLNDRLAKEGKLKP
TcdB inh: TcdB glycohydrolase inhibitors, primary screen, biochemical, single point, plate reader | Toxin B (Clostridioides difficile), P18177 | TcdB glycohydrolase enzymatic assay | inhibition, % at 9.99 µM | 350,000 compounds, 0.24% hits; in the data active = inhibition above about 10%
MazEF act: activators of E. coli MazEF toxin-antitoxin RNase, primary screen, biochemical, fluorescence, uHTS; activation, % at 20 µM; 350,000 compounds, 0.32% hits; AID 504720, 2011; FAM/BHQ RNA-DNA oligo cleavage fluorescence, 5 h; in the data active = activation above about 50%
Target sequence (P0AE70 whole entry, looked up): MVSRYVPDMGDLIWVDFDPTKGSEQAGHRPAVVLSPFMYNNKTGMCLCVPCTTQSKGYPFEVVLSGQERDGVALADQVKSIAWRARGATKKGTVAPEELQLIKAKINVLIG
3CLpro inhibitor: SARS-CoV 3CLpro protease inhibitors, primary screen, biochemical, quenched FRET; Replicase polyprotein 1ab (Severe acute respiratory syndrome coronavirus), P0C6X7; recombinant SARS-CoV 3CLpro, quenched FRET peptide cleavage; inhibition, % at 6 µM; 290,000 compounds, 0.14% hits; AID 1706, 2009; in the data active = inhibition above about 12%
Anthrax LF prot: Bacillus anthracis LF protease inhibitors, primary screen, biochemical, multiplex microsphere, MLPCN library; AID 588501, 2011; Lethal factor (Bacillus anthracis), P15917; inhibition, % at 10 µM; 360,000 compounds, 0.12% hits; multiplex microsphere protease cleavage assay; in the data active = inhibition above about 30%; inconclusive = no clear call, values can overlap the other calls; note: plate controls were buffer without enzyme for full effect and enzyme alone for no effect
Yp Topo-I inh: Yersinia pestis topoisomerase I inhibitors, primary screen, biochemical, cleavage product accumulation, plate reader, single point; activity, % at 10 µM; 360,000 compounds, 0.064% hits; Y. pestis Topo-I cleavage product accumulation; DNA topoisomerase I (Yersinia pestis CO92); in the data active = activity above about 50%, passing the limit was not always enough; inconclusive = no clear call, values can overlap the other calls; note: inactives centre near 2
PfHsp40 yeast: rescue of yeast from PfHsp40 toxicity, primary screen, S. cerevisiae, ATP luminescence; 340,000 compounds, 0.68% hits; S. cerevisiae expressing PfHsp40, growth rescue; AID 504582, 2011; growth rescue, % at 12.5 µM; in the data active = growth rescue above about 28%, passing the limit was not always enough; inconclusive = no clear call, values can overlap the other calls;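 note: yeast W303a lacking pdr1 and pdr3 grown in galactose medium; growth measured after three days at 30 °C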
BH1578 lux ind: inducers of Vibrio cholerae quorum light production without autoinducers, primary screen, BH1578 luxS cqsA deficient, single point. V. cholerae BH1578 lux reporter, luminescence, 6 h. activation, % at 18.7 µM. 350,000 compounds, 0.16% hits. AID 588436, 2011; in the data active = activation mostly above about 9.7%, no sharp cut-off; inconclusive = no clear call, values can overlap the other calls; inactive = mostly below about 3.7%; note: not every result past the cut was called active; inactives centre near 0; reference of the scale not given here
* hit, by the source's call; & = joins results of further samples. Not all compounds are listed (hit frequency here may not be typical).

CC(NC(=O)C1CCCCC1)C(=O)NC1=NCCS1 (stereo unspecified) was read as Rv3671c protease -4, PriA SSB inh -12, DUSP3 inh 9, MazEF act 0, 3CLpro inhibitor -6, Anthrax LF prot -5, Yp Topo-I inh -7, PfHsp40 yeast 0.0 and BH1578 lux ind -0.6.
`Cc1nc(C(=O)N/N=C/c2[nH]ncc2Br)cs1` gave Rv3671c protease 1, DUSP3 inh 20, TcdB inh -0.9, MazEF act 7, 3CLpro inhibitor 6, Anthrax LF prot 2, Yp Topo-I inh -13, PfHsp40 yeast -1.1 and BH1578 lux ind -0.3.
Screening CC(C)(C)OC(=O)C(C(=O)OC(C)(C)C)c1ccc(Cl)nn1 returned Rv3671c protease -2, PriA SSB inh -1, DUSP3 inh 22, TcdB inh 0.5, MazEF act 1, 3CLpro inhibitor 1, Anthrax LF prot -5, Yp Topo-I inh 8, PfHsp40 yeast 0.2 and BH1578 lux ind -0.2.
Cc1cccc(OCC(=O)Nc2cc(S(=O)(=O)N3CCOCC3)ccc2N2CCCC2)c1C was read as Rv3671c protease 4, PriA SSB inh 4, TcdB inh 1.1, MazEF act -3, Anthrax LF prot inconclusive, Yp Topo-I inh 39, PfHsp40 yeast 1.5 and BH1578 lux ind -0.7.
For COc1ccccc1N1CCN(Cc2cc(=O)c(OCC(=O)NC3CCCC3)co2)CC1 the results were Rv3671c protease 0, PriA SSB inh -10&-4, TcdB inh 0.0, MazEF act 0, Anthrax LF prot inconclusive, Yp Topo-I inh 0, PfHsp40 yeast -0.1 and BH1578 lux ind inactive.
For CCN(CC)S(=O)(=O)c1cccc(C(=O)N/N=C/c2ccc(N3CCOCC3)cc2)c1 the results were Rv3671c protease -3, DUSP3 inh 18, TcdB inh -0.4, MazEF act 0, 3CLpro inhibitor 2, Anthrax LF prot 1, Yp Topo-I inh 6, PfHsp40 yeast 1.1 and BH1578 lux ind -0.2.
`CCOC(=O)c1cnc(-n2nc(C)cc2C)nc1NC(C)c1ccccc1` (stereo unspecified) gave Rv3671c protease 6, PriA SSB inh -4, DUSP3 inh -9, MazEF act 3, 3CLpro inhibitor -2, Anthrax LF prot -2, Yp Topo-I inh 5, PfHsp40 yeast -1.3 and BH1578 lux ind 2.2.
Screening CCC(=O)NC(Nc1cccc(C)n1)(C(F)(F)F)C(F)(F)F returned Rv3671c protease -6, PriA SSB inh -16, DUSP3 inh -1, MazEF act 12, 3CLpro inhibitor -7, Anthrax LF prot 0, Yp Topo-I inh -1, PfHsp40 yeast 0.2 and BH1578 lux ind inactive.
`O=C(NC(Nc1cc(C(F)(F)F)ccc1Cl)C(=O)c1ccccc1)c1ccccc1` (stereo unspecified) gave Rv3671c protease -10, PriA SSB inh -3, DUSP3 inh 32, MazEF act -3, 3CLpro inhibitor 2, Anthrax LF prot -7, Yp Topo-I inh 5, PfHsp40 yeast 1.8 and BH1578 lux ind inactive.
Screening CCCNS(=O)(=O)c1ccc(OCC(=O)OC)cc1 returned Rv3671c protease 0, PriA SSB inh -5, DUSP3 inh 32, MazEF act 7, 3CLpro inhibitor -9, Anthrax LF prot 1, Yp Topo-I inh -12, PfHsp40 yeast -0.7 and BH1578 lux ind -0.1.
Screening COc1cc(/C=N/n2c(SC)nnc(C(C)(C)C)c2=O)ccc1O returned Rv3671c protease 1, DUSP3 inh 12, MazEF act -2, 3CLpro inhibitor -4, Anthrax LF prot -2, Yp Topo-I inh 0, PfHsp40 yeast -0.3 and BH1578 lux ind inactive.
Screening Cc1nn(CC(=O)N(C)C2CCS(=O)(=O)C2)c(C)c1[N+](=O)[O-] (stereo unspecified) returned Rv3671c protease -4, PriA SSB inh -8, TcdB inh 3.8, MazEF act 9, Anthrax LF prot -3, Yp Topo-I inh -3, PfHsp40 yeast -0.6 and BH1578 lux ind inactive.
COc1ccc(C(=S)N2CCOCC2)cc1OC(=O)c1cccc([N+](=O)[O-])c1 was read as Rv3671c protease -6, PriA SSB inh 8, DUSP3 inh 20, TcdB inh 0.2, MazEF act -5, 3CLpro inhibitor 0, Anthrax LF prot -1, Yp Topo-I inh 14, PfHsp40 yeast 3.7 and BH1578 lux ind -2.0.
For O=C(NC(c1ccccc1)c1ccccc1)N1CCOCC1 the results were Rv3671c protease 3, PriA SSB inh 0, DUSP3 inh 18, TcdB inh -0.5, MazEF act 4, 3CLpro inhibitor 4, Anthrax LF prot 3, Yp Topo-I inh 3, PfHsp40 yeast -2.6 and BH1578 lux ind -0.3.
COc1cccc(NC(=O)Cn2cc(C(=O)C3CC3)c3ccccc32)c1 was read as Rv3671c protease -8, PriA SSB inh -12, TcdB inh 2.2, MazEF act 2, Anthrax LF prot -2, Yp Topo-I inh -2, PfHsp40 yeast -0.4 and BH1578 lux ind inactive.

The closing three records of the section before come first, to join the parts.
COc1ccc(C(=S)N2CCOCC2)cc1OC(=O)c1cccc([N+](=O)[O-])c1 was read as Rv3671c protease -6, PriA SSB inh 8, DUSP3 inh 20, TcdB inh 0.2, MazEF act -5, 3CLpro inhibitor 0, Anthrax LF prot -1, Yp Topo-I inh 14, PfHsp40 yeast 3.7 and BH1578 lux ind -2.0.
For O=C(NC(c1ccccc1)c1ccccc1)N1CCOCC1 the results were Rv3671c protease 3, PriA SSB inh 0, DUSP3 inh 18, TcdB inh -0.5, MazEF act 4, 3CLpro inhibitor 4, Anthrax LF prot 3, Yp Topo-I inh 3, PfHsp40 yeast -2.6 and BH1578 lux ind -0.3.
COc1cccc(NC(=O)Cn2cc(C(=O)C3CC3)c3ccccc32)c1 was read as Rv3671c protease -8, PriA SSB inh -12, TcdB inh 2.2, MazEF act 2, Anthrax LF prot -2, Yp Topo-I inh -2, PfHsp40 yeast -0.4 and BH1578 lux ind inactive.
CCOC(=O)N1CCc2c(sc(NC(=O)CN3CCOCC3)c2C(=O)Nc2ccccc2)C1 was read as Rv3671c protease 7, PriA SSB inh 1, DUSP3 inh 32, TcdB inh 2.2, MazEF act -2, 3CLpro inhibitor 4, Anthrax LF prot -1, Yp Topo-I inh -6, PfHsp40 yeast 2.1 and BH1578 lux ind 1.4.
For COc1cc(NC(=O)COC(=O)c2ccc(S(=O)(=O)N3CC(C)CC(C)C3)cc2)c(C)cc1[N+](=O)[O-] (stereo unspecified) the results were Rv3671c protease -1, PriA SSB inh -11, DUSP3 inh 21, MazEF act 2, 3CLpro inhibitor 0, Anthrax LF prot -4, Yp Topo-I inh 1, PfHsp40 yeast 0.3 and BH1578 lux ind -2.8.
Screening Cc1ccc(=O)n(C(C(=O)NCc2ccco2)C(=O)c2ccc(F)cc2)c1 (stereo unspecified) returned Rv3671c protease 4, PriA SSB inh -4, DUSP3 inh 22, MazEF act -6, 3CLpro inhibitor -9, Anthrax LF prot -1, Yp Topo-I inh -1, PfHsp40 yeast 0.9 and BH1578 lux ind 11.
For O=C(NC(=S)Nc1cc(C(F)(F)F)ccc1N1CCOCC1)c1ccco1 the results were Rv3671c protease -11, PriA SSB inh 6, DUSP3 inh 9, TcdB inh 0.6, MazEF act -5, 3CLpro inhibitor -5, Anthrax LF prot 1, Yp Topo-I inh 5, PfHsp40 yeast 9.2 and BH1578 lux ind inactive.
Screening O=C(NC1CCCCC1)N1CCN(c2nc(-c3ccccc3)cs2)CC1 returned Rv3671c protease 6, PriA SSB inh 5, DUSP3 inh 30, TcdB inh 0.3, MazEF act 2, 3CLpro inhibitor -3, Anthrax LF prot -3, Yp Topo-I inh 28, PfHsp40 yeast 1.4 and BH1578 lux ind 2.2.
`O=c1c2ccccc2nc(SCc2ccc([N+](=O)[O-])cc2)n1-c1ccccc1` gave Rv3671c protease -7, PriA SSB inh 3, DUSP3 inh 31, MazEF act -2, 3CLpro inhibitor 0, Anthrax LF prot -4, Yp Topo-I inh 9, PfHsp40 yeast -0.2 and BH1578 lux ind inactive.
Screening CNC(C)c1cc(OC)ccc1OC (stereo unspecified) returned Rv3671c protease 8, PriA SSB inh -1, DUSP3 inh 39, MazEF act 10, 3CLpro inhibitor 1, Anthrax LF prot -3, Yp Topo-I inh 10, PfHsp40 yeast 45* and BH1578 lux ind -0.7.
Screening CC(=O)OCC(=O)C1(O)CCC2C3CCC4=CC(=O)C=CC4(C)C3C(O)CC21C (stereo unspecified) returned Rv3671c protease 5, PriA SSB inh -7, DUSP3 inh -7, TcdB inh 1.4, MazEF act 12, 3CLpro inhibitor 2, Anthrax LF prot 0, Yp Topo-I inh 8, PfHsp40 yeast -1.3 and BH1578 lux ind inactive.
For CN(Cc1ccccc1)C(=O)c1ccc2nc([C@H]3C[C@H](O)[C@@H](CO)O3)[nH]c2c1 the results were TcdB inh 1.1, Anthrax LF prot 0, Yp Topo-I inh -8 and BH1578 lux ind inactive.
O=C1OCCC1Sc1nnc(-c2ccc(Cl)cc2Cl)o1 (stereo unspecified) was read as Rv3671c protease 0, PriA SSB inh -15, DUSP3 inh -7, TcdB inh 0.1, MazEF act 0, 3CLpro inhibitor 7, Anthrax LF prot -3, Yp Topo-I inh 1, PfHsp40 yeast -0.4 and BH1578 lux ind 0.6.
`Cc1ccc(Nc2nc(Cl)nc(NC(C)(C)C)n2)cc1` gave Rv3671c protease -8, PriA SSB inh -13, DUSP3 inh 21, TcdB inh 0.7, MazEF act 6, 3CLpro inhibitor 7, Anthrax LF prot -2, Yp Topo-I inh 1, PfHsp40 yeast 3.8 and BH1578 lux ind 0.3.
Screening O=C(NCCN1CCOCC1)C(=O)c1c[nH]c2ccccc12 returned Rv3671c protease 4, PriA SSB inh -8, DUSP3 inh 34, TcdB inh 0.3, MazEF act 6, 3CLpro inhibitor 1, Anthrax LF prot -6, Yp Topo-I inh -1, PfHsp40 yeast -0.1 and BH1578 lux ind -0.6.
For Cc1ccccc1C(=O)NC(C(N)=O)P(=O)(OC(C)C)OC(C)C (stereo unspecified) the results were Rv3671c protease -4, PriA SSB inh -14, DUSP3 inh 12, TcdB inh 0.2, MazEF act 7, 3CLpro inhibitor -2, Anthrax LF prot 4, Yp Topo-I inh -3, PfHsp40 yeast 1.1 and BH1578 lux ind -0.4.
Screening Cc1cc(C)cc(N2C(=O)CC(c3ccccc3)CC2=O)c1 returned Rv3671c protease 8, PriA SSB inh 5, TcdB inh 10.0, MazEF act 2, Anthrax LF prot -6, Yp Topo-I inh 3, PfHsp40 yeast -0.3 and BH1578 lux ind -0.4.
For COc1ccccc1C(=O)N1CCN(c2nc3cc(C)c(C)cc3cc2C#N)CC1 the results were Rv3671c protease 0, PriA SSB inh -12, DUSP3 inh 27, MazEF act -5, 3CLpro inhibitor -4, Anthrax LF prot 2, Yp Topo-I inh 7, PfHsp40 yeast 3.1 and BH1578 lux ind 0.4.
